# RMI FANCM FP: blocks RMI1/RMI2 complex binding to FANCM MM2 peptide; FP signal (polarization) at 33 µM; 0.58% of 70,000 active; Fluorescence polarization, RMI core complex with F-MM2 peptide; stronger effect = lower value; AID 1159607; in the data active = FP signal below about 40; note: inactives centre near 61; strong numbers were not always called active; unit not given here
# Active calls of the source: *; & = joins results of further samples. Only part of the results is shown; count on the stated rates, not on these rows.
SMILES,RMI FANCM FP
Cc1c(-c2n[nH]c(=S)n2C)sc2nc3n(c(=O)c12)CCC3,66
Cc1cc(NC(=O)CSc2nnc3ccccn23)no1,59
NC(=O)c1ccc[n+]([C@@H]2O[C@H](COP(=O)([O-])OP(=O)(O)OC[C@H]3O[C@@H](n4cnc5c(N)ncnc54)[C@H](OP(=O)(O)O)[C@@H]3O)[C@@H](O)[C@H]2O)c1,59
COCCN1CCC(CNC(=O)C(=O)Nc2ccccc2OC)CC1,74
CC(C)(C)c1nn2cnnc2n(/N=C\c2ccccc2[N+](=O)[O-])c1=O,64
CC12CCC(C(=O)NCc3ccco3)(c3nc4ccccc4nc31)C2(C)C (configuration not stated),73
C/C=C/C(=O)Nn1cnc2c(cnn2C(C)(C)C)c1=O,61
CN1C(=O)C(C)(C)COc2ccc(NC(=O)c3ccc(F)c(F)c3)cc21,71
O=C(CSc1ccc(NC(=O)c2ccco2)nn1)NCC1CCCO1 (configuration not stated),66
CSC1=C(C#N)C(=O)NC2(CCCCC2)S1,54
COc1ccccc1CNC(=O)Cc1csc(SCC(=O)c2cccs2)n1,80
COc1ccc(Cc2nnc(SCC(=O)Nc3ccc(C)cc3)n(N)c2=O)cc1,55
O=C(NCCC1=CCCCC1)c1ccc(N2CCCCS2(=O)=O)cc1,55
Cc1ccc2c(c1)CCCN2C(=O)CCCSc1ccc(NC(=O)c2ccco2)nn1,63
Cc1cc(S(=O)(=O)NCc2ccc3c(c2)OCO3)c(Cl)cc1Cl,61
N[C@@H](Cc1cc(I)c(Oc2ccc(O)c(I)c2)c(I)c1)C(=O)O,59&55
O=c1c(N2CCCCC2)coc2ccccc12,59
CSC(=Nc1ccc(Cl)cc1)N(C)C,51
O=S(=O)(NCC1CCN(Cc2ccccc2)CC1)c1ccc(Cl)cc1,81
COc1ccc(C=O)cc1Cn1c(=O)n(CCCCC(=O)Nc2ccccc2)c(=O)c2ccccc21,75

# Pulled by structure from the list above, seven records:
SMILES,RMI FANCM FP
COc1ccc(Cc2nnc(SCC(=O)Nc3ccc(C)cc3)n(N)c2=O)cc1,55
Cc1cc(S(=O)(=O)NCc2ccc3c(c2)OCO3)c(Cl)cc1Cl,61
N[C@@H](Cc1cc(I)c(Oc2ccc(O)c(I)c2)c(I)c1)C(=O)O,59&55
O=c1c(N2CCCCC2)coc2ccccc12,59
CN1C(=O)C(C)(C)COc2ccc(NC(=O)c3ccc(F)c(F)c3)cc21,71
Cc1c(-c2n[nH]c(=S)n2C)sc2nc3n(c(=O)c12)CCC3,66
COc1ccc(C=O)cc1Cn1c(=O)n(CCCCC(=O)Nc2ccccc2)c(=O)c2ccccc21,75

# Two entries from above, tab-delimited:
mol	RMI FANCM FP
O=c1c(N2CCCCC2)coc2ccccc12	59
CSC(=Nc1ccc(Cl)cc1)N(C)C	51

# Additional compounds.
SMILES,RMI FANCM FP
c1ccc2c(c1)c1ccccc1c1nn3nnnc3nc21,51
COC(=O)CCc1csc(N)n1,65
O=C1NC(=O)/C(=C/C(=O)c2ccccc2)S1,59
COc1ccc(C)c2sc(N(CCN(C)C)C(=O)c3ccn(C)n3)nc12,81
Cc1ccc(-c2ccc(=O)n(CCCC(=O)Nc3ccc(Cl)cc3Cl)n2)cc1,59
C=CCn1c(SCc2ccc3c(c2)OCO3)nc2scc(-c3ccccc3)c2c1=O,66
O=C(COc1ccc(F)cc1F)NCCn1nc(-c2ccncc2)ccc1=O,67
COC(=O)c1ccc(/C=C2\SC(=S)N(C(CC(=O)O)C(=O)O)C2=O)cc1 (configuration not stated),58
O=C(CSc1ccc2nnc(-c3cccnc3)n2n1)OCc1ccccc1,58
CC(C)(C)c1csc(N/N=C\c2ccc3c(c2)OCO3)n1,57
COc1ccc(-c2ccc(=O)n(CCCC(=O)Nc3ccc(OC(F)(F)F)cc3)n2)cc1,58
O=C(Nc1nc(CN2CCc3ccccc3C2)cs1)c1c(F)cccc1Cl,63
Cn1cc(C(=O)O)cc([N+](=O)[O-])c1=O,67
COc1ccc(CNC(=O)C(=O)NCC2CCN(Cc3ccccc3)CC2)cc1,68
Fc1ccc(-c2cc3c(SCc4ccccc4F)nccn3n2)cc1,74
O=C(Cc1csc(NC(=O)c2ccc(Cl)cc2)n1)NCCc1c[nH]c2ccccc12,64
CCOc1ccccc1NC(=O)Cn1nc(C2CCN(S(C)(=O)=O)CC2)n(C)c1=O,61
Cc1ccc(F)cc1Nc1ncnc(N)c1[N+](=O)[O-],59
CCOc1ccc(OCCNC(=O)Cc2cccc3ccccc23)cc1,63
Cc1nc2c(ccc3nc(NC(=O)c4ccco4)sc32)s1,56
O=c1cc(NCCC2=CCCCC2)c2ccccc2o1,56
CC12CCC(C(=O)Nc3ccccc3[N+](=O)[O-])(OC1=O)C2(C)C (configuration not stated),60
Cc1ccc(OCCc2csc(N)n2)cc1,58
COc1ccc(C2=NN(C(=O)CSc3ncnc4ccccc34)C(c3ccc(OC)c(OC)c3)C2)cc1 (configuration not stated),63
O=C(Cn1nc(-c2ccco2)c2sc(N3CCOCC3)nc2c1=O)Nc1ccc(F)cc1F,65
Oc1ccc(-n2cnnn2)cc1,76
O=S(=O)(c1ccc(-n2c(-c3ccncc3)n[nH]c2=S)cc1)N1CCCCC1,54
O=C(Cc1cccs1)Nc1ccc2c(c1)N(C(=O)C1CCCC1)CC2,69
COc1ccc(-c2nnc(NC(=O)c3ccc([N+](=O)[O-])s3)o2)cc1OC,64
Cn1nccc1C(=O)Nc1nc(-c2ccc(Cc3ccccc3)cc2)cs1,68
O=[N+]([O-])c1cc(C(F)(F)F)ccc1N/N=C1/CCSc2ccc(F)cc21,50
CC1(C)C2CC[C@]3(C)C(C(=O)C=C4[C@@H]5C[C@@](C)(C(=O)O)CC[C@]5(C)CC[C@]43C)[C@@]2(C)CC[C@@H]1OC(=O)CCC(=O)O (some centres not stated),65
COc1ccc(CCC(=O)NCCn2ncc3c(=O)n(Cc4ccccc4C)cnc32)cc1,66
CC(=O)c1cccc(NC(=O)CSc2nccn3nc(-c4ccc(Cl)cc4)cc23)c1,128
O=C(Cc1cccc2ccccc12)Nc1onc2c1CCCC2,54
Cc1ccc(NC(=O)CN2N=NC3C(=O)N(c4ccc(C(C)C)cc4)C(=O)C32)cc1C (configuration not stated),56
COc1cc([N+](=O)[O-])ccc1NC(=O)C(=O)c1c(C)n(C)c2ccccc12,79
O=C(Cc1cccs1)NCc1ccsc1,69
COCC(=O)N1CCCc2ccc(NS(=O)(=O)c3ccc(F)c(Cl)c3)cc21,71
COC(=O)/C=C(\O/N=C(/N)c1ccc(Cl)cc1)C(=O)OC,57

# An excerpt of these results, field by field:
Oc1ccc(-n2cnnn2)cc1
  RMI FANCM FP: 76
O=S(=O)(c1ccc(-n2c(-c3ccncc3)n[nH]c2=S)cc1)N1CCCCC1
  RMI FANCM FP: 54

# Other compounds:
SMILES,RMI FANCM FP
N#C/C(C(=O)NCc1ccco1)=c1/s/c(=C/c2ccncc2)c(=O)n1-c1ccccc1,98
Cc1ccc(-c2cc(=O)n(CC(=O)NCCc3c[nH]c4ccccc34)cn2)cc1,139
O=C(Nc1nc(-c2ccc(Cl)cc2)cs1)c1ccccc1Cl,77
C=CCNc1nc(-c2cc3cc(Cl)ccc3o2)cs1,57
CCOc1cnc(C(=O)NNC(=O)c2ccccc2Cl)o1,56
O=C(Nc1ccc2c(c1)N(S(=O)(=O)c1ccccc1)CCC2)C12CC3CC(CC(C3)C1)C2,59
Clc1ccc(CSC2=NCCN2)cc1,63
COc1ccc(C(=O)CC2(O)C(=O)N(CN3CCOCC3)c3ccc(Br)cc32)cc1 (configuration not stated),65
COc1ccc(C)cc1NC(=O)CSc1nc(C)nc2c1oc1ccccc12,67
COc1ccccc1CCNC(=O)CSc1ccc(-c2cccc([N+](=O)[O-])c2)nn1,57
O=S(=O)(NN1CCOCC1)c1cccc2nonc12,57
Cc1oc(-c2ccc(Cl)cc2)nc1COC(=O)c1nnn(-c2ccccc2Br)c1C,65
O=C1Cc2cc(NC(=O)c3ccc(F)c(F)c3)ccc2N1,55
C=CCn1c(SCC(=O)c2cc(C)n(CCOC)c2C)nc2sc(C)c(C)c2c1=O,78
O=C1Cc2cc(NS(=O)(=O)c3cccc(F)c3)ccc2N1,67
Cc1cccc(-c2nsc(SCC(=O)NCCc3ccccc3)n2)c1,86
COc1ccc(-c2csc3ncnc(SCC(=O)Nc4ccc(S(N)(=O)=O)cc4)c23)cc1,86
COc1ccc(SCC(=O)Nc2nc(-c3ccccc3)c(C(=O)c3ccccc3)s2)cc1,84
COC(=O)c1ccc(Cl)cc1NC(=O)/C=C/c1cccs1,58
CC(=O)C(N=Nc1c(C)nn(C)c1C)=C(C)O,59
O=C(COc1ccc2ccccc2c1)N1CCN=C1SCc1ccccc1F,116
CC(C)(C)n1cnnc1Sc1ncccc1[N+](=O)[O-],57
COc1cc2nc(NC(=O)/C=C/c3cccs3)sc2cc1OC,62
CC(C)c1nnc(NC(=O)CCCOc2ccc(Cl)cc2)s1,58
CCn1c(SCC(=O)Nc2cccc(NC(C)=O)c2)nnc1-c1cccn(C)c1=O,62
COc1cccc(CSc2nc(C)c(CC(=O)O)c(=O)[nH]2)c1,68
Cc1ccc(NC(=O)Nc2nc(C)c(C(=O)NCCc3ccc(Cl)cc3)s2)cc1,56
O=C(NC(NCc1ccco1)(C(F)(F)F)C(F)(F)F)c1cccnc1,56
CCOC(=O)Nc1ccc(C)c(N2CCCC2=O)c1,66
COc1ccc(C)cc1NC(=O)Cc1cn(C)c2ccccc12,66
CN(C)c1ccc(C(=O)Nc2nnc(-c3ccc4c(c3)OCCO4)o2)cc1,74
O=C(CSc1ccc2nnc(CCNC(=O)c3ccccc3)n2n1)Nc1ccccc1C(F)(F)F,59
CN(CCC#N)c1ccc(C=NCCCN=Cc2ccc(N(C)CCC#N)cc2)cc1,64
COc1ccc(CC(=O)NCC(c2ccc3c(c2)CCN3C)N2CCOCC2)cc1OC (configuration not stated),55
CC(C)Oc1ccc(C(=O)NCC2CCN(Cc3cccs3)CC2)cc1,76
CC(Oc1ccc(F)cc1)C(=O)Nc1ccccc1Br (configuration not stated),60
NCC(O)C1CCCCCCC1 (configuration not stated),65
CCOc1ccc(C(C)C)cc1S(=O)(=O)NCCn1ncccc1=O,64
CCOC(=O)Cn1c(=NC(=O)c2ccn(C)n2)sc2cc(S(C)(=O)=O)ccc21,63
CC(C)Cn1c(=O)c2ccc(C(=O)NC(C)C)cc2n2c(=O)n(CC#N)nc12,74
Clc1ccc(-c2csc3ncnc(N4CCN(C/C=C/c5ccccc5)CC4)c23)cc1,57
O=C(CCc1ccccc1)Nc1ccc(N2CCOCC2)cc1,65
CC(=O)N1CCN(c2ccnc3c2c(=O)n(CC(=O)Nc2cccc(Cl)c2)c(=O)n3C)CC1,64
CCOC(=O)c1[nH]c2c(c1C)C(=O)CCC2,59
CCSc1ccc2c(c1)N(CCCN1CCN(C)CC1)c1ccccc1S2,59
Cc1oc2cc(OCC(N)=O)ccc2c(=O)c1-c1ccccc1,61
NC(=O)CN1CCN(c2ccccc2F)CC1,66
S=C(NC1CCCCC1)N1CCOCC1,50
OC(CSc1ccc(F)cc1)CN1CCN(c2ccc(C(F)(F)F)cn2)CC1 (configuration not stated),51
C=CCNC(=O)C(=O)NCCc1ccc2c(c1)CCCN2CCC,63
O=C(NCC(O)c1ccccc1)c1ccc(Cl)c(S(=O)(=O)N2CCCCCC2)c1 (configuration not stated),54
O=[N+]([O-])c1cccc(-c2nnc(C3c4ccccc4Oc4ccccc43)o2)c1,51
NC(=O)c1ccsc1NC(=O)c1ccc(S(=O)(=O)N2CCc3ccccc3C2)cc1,86
CS(=O)(=NC(=O)c1cccnc1Oc1ccccc1)c1ccc(Cl)cc1 (configuration not stated),56
COc1ccc(OC)c(-c2ccc(N3CCN(C(=O)Nc4ccccc4F)CC3)nn2)c1,66
O=C(O)c1ccccc1/C=C/c1cccs1,54
O=C(Nc1cc(=O)[nH]c(=O)[nH]1)C(c1ccccc1)c1ccccc1,59
COc1ccc(C)cc1NC(=O)C(=O)NCC(c1ccsc1)N1CCc2ccccc2C1 (configuration not stated),65
CCOC(=O)c1ccc(Nc2nc(Nc3ccc(C)c(C)c3)nc(N3CCOCC3)n2)cc1,49
CCc1cccc2sc(NC(=O)C3COc4ccccc4O3)nc12 (configuration not stated),88

# Continuation:
SMILES,RMI FANCM FP
C=CCn1c(SCc2ccccc2)nc2sc3c(c2c1=O)CCC(C)C3 (configuration not stated),79
O=[N+]([O-])c1ccc(N=Nc2ccc3c(c2)[nH]c2ccccc23)cc1,59
COc1ccc(C(Nc2ccccn2)c2oc(CO)cc(=O)c2O)cc1 (configuration not stated),61
O=C(NCCCS(=O)(=O)N1CCN(c2ccccn2)CC1)c1cc2ccccc2o1,59
Cc1csc(NC(=O)CSc2nc(=O)n(CC3CCCO3)c3c2CCCC3)n1 (configuration not stated),54
COc1cccc(CNC(=O)CSc2ncc(-c3ccc(Br)cc3)o2)c1,82
COC(=O)c1ccc(CSc2ccc(-c3sc(-c4ccc(F)cc4)nc3C)nn2)o1,77
Cc1cc(C)nc(NS(=O)(=O)c2ccc(N3C(=O)C4C5C=CC(C5)C4C3=O)cc2)n1 (configuration not stated),62
COc1ccc(OC)c(NC(=O)Cn2c(C)nc3c(sc4cccc(F)c43)c2=O)c1,61
CC(C)NC(=O)C(=O)NCCCc1ccc(N(C)C)cc1,73
CC(C)CN1C(=O)CCc2cc(NC(=O)c3c(F)cccc3Cl)ccc21,53
